Assay outcomes as filed in PubChem BioAssay.
KDM5B inhibitor = blocks human KDM5B histone demethylase activity. KDM5B demethylase, FDH-coupled NADH fluorescence (FDH is formaldehyde dehydrogenase). Potency, µM (doses to about 57.7 µM), inactives show at the highest dose activity change, negative = inhibition, actives largely listed as inhibitors. actives 2.6% (n = 220,000). Q9UGL1; active = well fitted inhibition curve with a large enough effect; inconclusive = small, poorly fitted or top-dose-only effect; inactive = no such curve, though single readings can be large or run the other way; also: 0% is about no effect; nearly all actives have a fitted effect of over 70% in size
Target sequence (Q9UGL1 whole entry, looked up): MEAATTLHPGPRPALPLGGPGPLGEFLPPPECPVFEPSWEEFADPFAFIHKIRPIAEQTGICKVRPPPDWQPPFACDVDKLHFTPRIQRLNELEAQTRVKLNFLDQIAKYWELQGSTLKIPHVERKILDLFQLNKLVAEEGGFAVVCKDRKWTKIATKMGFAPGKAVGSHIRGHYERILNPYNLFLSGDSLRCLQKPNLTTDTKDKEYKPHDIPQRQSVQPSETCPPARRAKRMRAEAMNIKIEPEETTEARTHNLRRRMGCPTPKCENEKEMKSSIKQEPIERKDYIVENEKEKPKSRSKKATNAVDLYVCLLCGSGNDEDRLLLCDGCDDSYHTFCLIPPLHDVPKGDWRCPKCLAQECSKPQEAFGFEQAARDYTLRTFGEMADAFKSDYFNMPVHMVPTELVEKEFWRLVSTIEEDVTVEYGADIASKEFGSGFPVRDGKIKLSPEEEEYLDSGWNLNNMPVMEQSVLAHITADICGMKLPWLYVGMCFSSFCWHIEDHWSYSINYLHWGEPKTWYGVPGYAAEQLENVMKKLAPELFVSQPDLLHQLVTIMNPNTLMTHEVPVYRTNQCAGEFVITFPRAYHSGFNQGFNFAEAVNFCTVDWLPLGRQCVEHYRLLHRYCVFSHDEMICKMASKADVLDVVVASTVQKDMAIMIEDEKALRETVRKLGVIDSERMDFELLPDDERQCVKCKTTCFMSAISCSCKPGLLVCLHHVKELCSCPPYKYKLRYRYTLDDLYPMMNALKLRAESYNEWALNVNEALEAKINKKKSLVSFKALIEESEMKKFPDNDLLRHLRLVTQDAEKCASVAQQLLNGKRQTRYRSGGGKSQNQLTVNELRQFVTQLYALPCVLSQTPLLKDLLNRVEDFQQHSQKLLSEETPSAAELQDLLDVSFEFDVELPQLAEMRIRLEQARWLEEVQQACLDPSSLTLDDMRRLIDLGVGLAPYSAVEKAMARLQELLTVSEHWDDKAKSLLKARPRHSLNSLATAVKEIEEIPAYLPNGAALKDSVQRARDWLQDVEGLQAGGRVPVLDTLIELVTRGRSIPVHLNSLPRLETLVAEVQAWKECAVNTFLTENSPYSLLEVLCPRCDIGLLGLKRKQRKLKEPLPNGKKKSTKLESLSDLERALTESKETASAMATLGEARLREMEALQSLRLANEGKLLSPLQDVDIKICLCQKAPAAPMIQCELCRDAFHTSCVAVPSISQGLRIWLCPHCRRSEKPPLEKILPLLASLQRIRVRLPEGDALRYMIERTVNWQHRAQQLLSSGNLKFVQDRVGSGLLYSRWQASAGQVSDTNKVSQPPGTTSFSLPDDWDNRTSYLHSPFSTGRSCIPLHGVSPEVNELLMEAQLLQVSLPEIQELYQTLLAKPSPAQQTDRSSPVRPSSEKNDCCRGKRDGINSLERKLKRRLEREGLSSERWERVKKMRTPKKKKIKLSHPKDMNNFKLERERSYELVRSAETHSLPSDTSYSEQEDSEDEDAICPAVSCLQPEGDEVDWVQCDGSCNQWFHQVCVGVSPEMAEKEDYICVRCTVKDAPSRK
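Measured: NADH fluorescence change, 30 min, RT. System: KDM5BΔAP 200 nM final, H3K4me3 peptide, α-KG, Fe(II), ascorbate, NAD⁺ plus FDH, pH 7.5 HEPES. Compounds: titrated, 10 min pre-incubation with enzyme.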
Numbers without * were called inactive; i = inactive; ? = inconclusive; [ ] = dose if it differs, or a comment. Potency is read from the fitted curve at half-maximal effect. An excerpt; rates above refer to the full screens.

| smiles | KDM5B inhibitor |
| --- | --- |
| Cc1cccc(CN2CCCC(c3nc(CCOCC4CC4)no3)C2)c1 (stereo not drawn) | 3.6% |
| CC1(COc2ccc3[nH]ccc3c2)COc2ccc(C(=O)NCc3cccs3)cc2N1 (stereo not drawn) | 39.8µM* |
| CCN(CC)C(=O)C(C)[C@@H]1CC[C@@]2(C)Cc3sc(NC(=O)C4CC4)nc3[C@@H](C)[C@@H]2[C@H]1O (stereo partly drawn) | -30.6% |
| CCCCn1nc(C(=O)Oc2ccc(C(C)=O)cc2)c2ccccc2c1=O | -10.4% |
| CCN(CC)CCNc1nc2c(c(=O)[nH]c(=O)n2C)n1CC(O)COc1ccc(Cl)cc1Cl (stereo not drawn) | -7.2% |
| COC(=O)c1cc(Br)cc(Br)c1O | -9.4% |
| O=S(=O)(Nc1nc2ccccc2nc1NCc1ccccc1Cl)c1ccc(F)cc1 | -3.7% |
| CN(Cc1ccc(C(N)=O)cc1)C(=O)c1cc2ccccc2[nH]1 | 7.5% |
| COc1ccc(-c2cc(-c3cccnc3)c3cncn3c2)cn1 | ? |
| Cn1c(=O)c2c(nc(NCCNC(=O)c3ccco3)n2Cc2ccc(F)cc2)n(C)c1=O | 12.2% |
| Cc1ccccc1CN1Cc2nc(-c3cnn(Cc4ccccc4)c3)ccc2OCC1=O | -28.1%[86.2 µM] |
| C=CCN(CCC(=O)NC(N)=O)Cc1ccccc1 | 14.1% |
| COc1ccc(Cl)cc1NC(=S)N1CCN(S(C)(=O)=O)CC1 | 12.2% |
| O=C(NCC(c1ccc(Cl)cc1)N1CCCCC1)c1ccccc1F (stereo not drawn) | 8.8% |
| CCCCc1nn(CC(=O)NC(CC)c2cccc(C)n2)c(=O)n1CC (stereo not drawn) | 11.1% |
| Cc1cc(C)cc(NC(=O)COCc2cc(-c3ccc4c(c3)OCO4)on2)c1 | ? |
| O=C(Nc1ccon1)[C@@H]1C[C@@H](c2ccc(F)cc2)N([S+](=O)([O-])c2ccccc2)C1 | -25.2%[86.2 µM] |
| O=C(Nc1ccc(F)cc1)c1ccccc1-c1ccccc1 | 24.6% |
| Cc1cc2occ(CC(=O)Nc3ccc(Cl)cc3F)c2cc1C | -11.3% |
| COCc1nnc2n1CCC(NC(=O)Cc1c(C)noc1C)CC2 (stereo not drawn) | -9.1% |
| COc1ccc(CN2CCNC(=O)C2CC(=O)NCc2ccncc2)cc1OC (stereo not drawn) | ? |
| Cc1ccc(C)c(C(=O)N2CCc3[nH]nc(C(=O)NCCCc4ccccc4)c3C2)c1 | 21.3% |
| Cc1ccc(CN2CCCCCCNC(=O)[C@@H]3CCC[C@@H]32)o1 | ? |
| CCCCc1cc(=O)oc2cc(C)cc(OC(C)C(=O)NCCCO)c12 (stereo not drawn) | ? |
| N#CCCNC(=O)CSc1nc(C2CC2)nc2ccccc12 | -14.8% |
| CCCN(C)c1nccnc1OC1CCN(C(=O)c2ccn[nH]2)C1 (stereo not drawn) | ? |
| Cc1cc(C[C@@H]2COC[C@@H]2NC(=O)C2CCN(C(=O)N(C)C)CC2)on1 | -27.7% |
| CN(c1ccccc1)S(=O)(=O)c1cccc(C(=O)N2CCN(c3ncccn3)CC2)c1 | -2.4% |
| COc1ccc(NC(=O)N2CCCC(Cc3nncn3C)C2)cc1 (stereo not drawn) | 13.3% |
| COc1ccc(C(=O)CN2CCN(c3ncccn3)CC2)cc1 | ? |
| COc1ccc(N2CCN(C(=O)c3cccn3-c3nnc(N4CCCC4)s3)CC2)cc1 | -23.1% |
| COc1cccc(-c2cc(C(=O)NCCOc3ccccc3)[nH]n2)c1 | -20.3% |
| Cc1cc(CN2CCn3c(nn(-c4ccc(C(F)(F)F)cc4)c3=O)C2)no1 | -24.0%[115 µM] |
| CCCCCCc1cc2c(-c3ccccc3)cc(=O)oc2cc1O | ? |
| O=S(=O)(/N=C/c1cccs1)c1ccc(Cl)cc1 | -2.1% |
| CCOc1ccccc1NC(=O)CSc1cc(=O)n(CC)c2ccccc12 | -22.1% |
| O=c1oc2c3c(ccc2c2ccccc12)OCN(Cc1ccccc1Cl)C3 | -20.2% |
| Cc1nn(Cc2ccccc2)c(C)c1[C@@H]1C=C[C@@H](NC(=O)C2CCCCC2)C1 | -27.7%[86.2 µM] |
| O=C(Cn1nc2n(c1=O)CCCC2)Nc1ccc2c(c1)OCCO2 | ? |
| O=C(CS(=O)(=O)c1ccccc1)NCc1ccccc1 | 25.5% |
| COc1ccc(NC(=O)c2cn3c4c(ccc(Cl)c4c2=O)OC(C)C3)cc1OC (stereo not drawn) | ? |
| CCNC(=O)C1C(c2cccc(NC(=O)c3cccs3)c2)OC(=O)N1Cc1ccc(C)cc1 (stereo not drawn) | -18.1% |
| Fc1ccc(NCc2nnc3n2CCCCC3)cc1Cl | 13.3% |
| CCCCC(=O)N1C[C@@H](CO)[C@H](c2nc(-c3ccncc3)no2)C1 | -12.9% |
| CCC(CC)C(=O)Nc1c2c(nn1-c1ccc(F)cc1)CS(=O)(=O)C2 | 28.3% |
| Cc1ccc(C)c(Cn2c(=O)n(-c3ccc(Cl)cc3)c(=O)c3c(C)c(C)sc32)c1 | 5.2% |
| O=C(NC1CCN(c2cc(-c3ccccc3)[nH]n2)C1)c1ccccc1F (stereo not drawn) | -5.2% |
| O=C(C1CCCC1)N1CCC2(CC1)CC(N(C(=O)c1ccccc1)C1CC1)CCO2 (stereo not drawn) | 2.4% |
| O=S(=O)(NCCc1csc2nc(-c3ccccc3)nn12)c1ccc(Cl)s1 | -16.2% |
| Cc1ccc(CNC(=O)c2cc(S(=O)(=O)N3CCCCCC3)cn2C)cc1 | -3.2% |

Continuation.
| smiles | KDM5B inhibitor |
| --- | --- |
| CSCc1ccc(C(=O)NCc2ccccc2)o1 | 0.7% |
| O=C(NCCc1cccnc1)c1ccc(C(F)(F)F)cc1 | -7.4% |
| CC(C)NC[C@H]1COCc2nc3ccccc3n21 | -0.7%[115 µM] |
| COCCOCc1nc(C2CCCCN2C(=O)Nc2cccc(C(F)(F)F)c2)no1 (stereo not drawn) | -17.4% |
| Oc1ccc(Cl)cc1C=Nc1ccccc1C(F)(F)F | -7.1% |
| COc1ccc2c(c1)NC(c1ccc(F)cc1)=NC(c1ccc(F)cc1)=N2 | -2.4% |
| CCOC(=O)C1CCCN(C(=O)Cn2ncc3c(C)n(Cc4ccc(Cl)cc4)c(C)c3c2=O)C1 (stereo not drawn) | 9.0% |
| CC(=O)N1CCCc2cc(S(=O)(=O)N3CCCC(C(=O)NCc4ccc(C)cc4)C3)ccc21 (stereo not drawn) | 10.4% |
| Cc1cc(N/N=C/c2ccc(O)cc2O)nc(N2CCOCC2)n1 | -15.5% |
| CN(Cc1ccc(-c2ccccc2)cc1)CC1CCCCC1 | 2.2%[86.2 µM] |
| CCCCCCCCSCCCCC(=O)O | 4.8% |
| O=C(Cc1ccsc1)NC1CCCN(c2cc(-c3ccccc3)[nH]n2)C1 (stereo not drawn) | -16.2% |
| CCc1nc2c(c(-c3ccc(Cl)cc3)n1)CN(Cc1ccccn1)CC2 | ? |
| COc1ccc(CCNC(=O)CCCCn2c(=O)c3ccccc3n(Cc3ccccc3)c2=O)cc1OC | -11.6% |
| C[S+](=O)([O-])c1ccc(-c2cnc3n[nH]c(-c4ccc5c(c4)OCO5)c3n2)cc1 | -21.0%[86.2 µM] |
| O=C1Nc2ccc(/C=C/c3ccccc3)cc2C(=O)N2C[C@H](O)C[C@@H]12 | 28.2µM* |
| CC(C)NC(=O)c1nc(-c2ccsc2)c2ccccn12 | 112µM* |
| CN1C(=O)CO[C@H]2CN(S(C)(=O)=O)C[C@H]21 | -3.1%[115 µM] |
| COc1ccc(C(=O)N2CCOc3ccc(CCC(N)=O)cc3C2)cc1F | 20.9% |
| COCCNC(=O)[C@H]1C[C@H](Oc2ccccc2)CN1S(=O)(=O)c1ccc(F)cc1 | 1.1% |
| Cc1cc(C)n2nc(SCC(=O)c3cc(C)n(C(C)C)c3C)nc2n1 | 8.8% |
| O=C(c1cn[nH]c1)N1CCC(c2nc(CCOCC3CCCC3)no2)C1 (stereo not drawn) | 7.9% |
| CN(C)C(=O)c1cccnc1OC1CCN(C(=O)c2ccc(OC(F)(F)F)cc2)C1 (stereo not drawn) | -15.2% |
| O=C(Nc1ccccc1)C1CCCN1c1ncnc2ccccc12 (stereo not drawn) | 15.3% |
| CC(C)(C)NC(=O)C(c1ccco1)N(Cc1ccc2c(c1)OCO2)C(=O)c1snc(C(N)=O)c1N (stereo not drawn) | -14.5% |
| CC(=O)c1ccc(C(=O)N(Cc2cccnc2)c2nc3c(Cl)cccc3s2)cc1 | ? |
| CNC(=O)c1cc(-c2ccc(F)cc2OC)cc2c1OCCN2Cc1cccnc1 | 39.8µM* |
| COc1ccc(C(=O)NCCn2ccn3nc(-c4cccc(OC)c4)cc3c2=O)cc1 | 22.4µM* |
| O=C(NCc1ccncc1)C1CN(S(=O)(=O)c2cccnc2)CC12CCCCC2 (stereo not drawn) | -17.5% |
| CO[C@H]1C(=O)N(C(C)C)[C@H]1C1CCN(C(=O)Cc2ccncc2)CC1 | 0.6% |
| Cc1cc(C)n2cc(CSc3ccc(Cl)cc3)nc2n1 | ? |
| COc1ccc(O)c(C(=O)c2cc(C#N)c(=O)n(-c3cc(C)c(Cl)cc3OC)c2)c1 | -3.3% |
| Cc1ccc(C(=O)N2CCCC(n3cc(-c4nc(C5CC5)no4)nn3)C2)s1 (stereo not drawn) | -11.1% |
| CCCn1nc(C(=O)NC2CCCCCC2)c2ccccc2c1=O | -0.3% |
| O=C(CSc1nc2cc(Cl)ccc2o1)c1c[nH]c2ccccc12 | 11.2% |
| Oc1ccccc1CN1CCC(O)(c2csc(CN3CCc4ccccc4C3)n2)CC1 | ? |
| COc1cc(C(=O)NC2CCCc3c2[nH]c2c(Cl)cccc32)cc(OC)c1OC (stereo not drawn) | 3.7% |
| COc1ccccc1-c1nnc2n1C(C(=O)N(C)C)CC2 (stereo not drawn) | -8.2%[149 µM] |
| O=C(CCn1cccn1)NCc1ccc(Cl)cc1 | 4.6% |
| Cc1ccccc1NC(=O)Cn1nc2c(cc1=O)CC(C)CC2 (stereo not drawn) | 0.1% |
| Cc1oc2cc(OCC(=O)N[C@H](C)C(=O)O)ccc2c(=O)c1-c1ccc(Cl)cc1 | -6.7% |
| CCN(CC)CCNc1nc2c(c(=O)n(C)c(=O)n2C)n1CC(O)COc1ccccc1C (stereo not drawn) | -13.2% |
| Cc1ccc(C(=O)N[C@H]2C[C@@H](c3nc(-c4ccc(C)cc4)no3)N(C)C2)cc1 | -20.7%[86.2 µM] |
| CCOc1cc(/C=C/c2ccc3cccc(OC(C)=O)c3n2)ccc1OC(C)=O | -11.2% |
| COc1ncccc1-c1nc(-c2c(C)noc2C)cc2c1cc(-c1ccccc1)n2C | i |
| O=C(NC[C@H]1COCc2nc3cc(C(F)(F)F)ccc3n21)c1ccccn1 | ? |
| Cn1c(=O)n(Cc2ccccc2F)c(=O)c2c1ncn2Cc1ccccc1 | 2.4% |
| COc1ccc(C(=O)Oc2c(C)cc(C(O)(C(F)(F)F)C(F)(F)F)cc2C)cc1 | -19.9% |
| O=C(Nc1cccc(Cl)c1)N1CCOC(CN(CC2CC2)C(=O)c2cccc(F)c2)C1 (stereo not drawn) | 7.9% |
| O=C(NCC1CC1)c1cc(C2CC2)nc2onc(C3CCNCC3)c12 | ? |

(further entries)
| smiles | KDM5B inhibitor |
| --- | --- |
| CN(C(=O)c1ccc2ccccc2c1)c1ccccn1 | 23.3% |
| O=S(=O)(CCSc1ccc(C(F)(F)F)cn1)c1ccc(Cl)cc1 | -2.1% |
| CC(Sc1cc(C(N)=O)c2ccccc2n1)c1nc(C(C)(C)C)no1 (stereo not drawn) | -14.1% |
| CCN(CC)C(=O)c1cccc(NC(=O)c2cnc3ccccc3n2)c1 | -19.6% |
| COC(=O)c1cc2n(n1)CCCN(C(=O)C1CCCCn3nnnc31)C2 (stereo not drawn) | 0.9% |
| N#Cc1nc(-c2ccc(Cl)cc2)oc1N1CCOCC1 | -91.1% |
| O=[N+]([O-])c1ccc(/C=C/c2ccccc2)cc1 | -17.5% |
| O=C(O)C1Oc2ccccc2O1 | 21.6% |
| COc1cc(C(=O)OC2CCCCC2=O)ccc1OCc1ccc(Cl)cc1 (stereo not drawn) | -11.9% |
| Cc1ccc(-c2cc(-c3ccccc3)nc(N)c2C#N)o1 | ? |
| CCc1cccc(C)c1NC(=O)Cn1ccn(-c2ccc(OC)cc2)c(=O)c1=O | -0.2% |
| CCOc1cc(=O)n2c(c1C(=O)NC1CCN(Cc3ccccc3)CC1)CCCCC2 | 11.1% |
| COc1ccc(Cl)cc1NC(=O)Cn1c(N2CCOCC2)nc(C)cc1=O | 0.5% |
| CCC(OC(=O)c1ccco1)C(=O)NC1CCCC1 (stereo not drawn) | -15.0% |
| CC(=O)Nc1ccc(CN2CCC3(CC2)NC(=O)c2ccccc2O3)cc1 | -7.6% |
| CC(C)CN(C(=O)c1ccc(C(F)(F)F)cc1)c1c(N)n(CC(C)C)c(=O)[nH]c1=O | -15.7% |
| COCC(C)NC(=O)c1cc2c(=O)n3cccc(C)c3nc2s1 (stereo not drawn) | ? |
| COc1ccc2[nH]c(C)c(C(=O)CN3CCC(C)CC3)c2c1 | -22.2% |
| O=C(NCCC1=CCCCC1)c1ccc2c(c1)N(Cc1ccc(Cl)cc1)C(=O)c1ccccc1S2(=O)=O | ? |

Reformatted as labelled records: 4 of the compounds above.
COc1ccc(Cl)cc1NC(=O)Cn1c(N2CCOCC2)nc(C)cc1=O
  KDM5B inhibitor: 0.5%
CCC(OC(=O)c1ccco1)C(=O)NC1CCCC1 (stereo not drawn)
  KDM5B inhibitor: -15.0%
CC(=O)Nc1ccc(CN2CCC3(CC2)NC(=O)c2ccccc2O3)cc1
  KDM5B inhibitor: -7.6%
CC(C)CN(C(=O)c1ccc(C(F)(F)F)cc1)c1c(N)n(CC(C)C)c(=O)[nH]c1=O
  KDM5B inhibitor: -15.7%
